# GASC-1 inh: inhibitors of human GASC-1 (JMJD2C) demethylase | Q9H3R0 | GST-JMJD2C(1-420) H3K9me3 demethylation, DELFIA europium | inhibition, % at 2.35 µM | 330,000 tested, 0.069% active | AID 2099;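 active = more than half of a compound's replicate wells show inhibition beyond 50%, single wells judged on their own value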;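 also: signal counts dimethyl H3K9 product captured on neutravidin plate; 0% = median of DMSO wells and 100% = 0.3 times that DMSO median; strong numbers were not always called active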
# Target sequence (Q9H3R0 1-420 limits assumed): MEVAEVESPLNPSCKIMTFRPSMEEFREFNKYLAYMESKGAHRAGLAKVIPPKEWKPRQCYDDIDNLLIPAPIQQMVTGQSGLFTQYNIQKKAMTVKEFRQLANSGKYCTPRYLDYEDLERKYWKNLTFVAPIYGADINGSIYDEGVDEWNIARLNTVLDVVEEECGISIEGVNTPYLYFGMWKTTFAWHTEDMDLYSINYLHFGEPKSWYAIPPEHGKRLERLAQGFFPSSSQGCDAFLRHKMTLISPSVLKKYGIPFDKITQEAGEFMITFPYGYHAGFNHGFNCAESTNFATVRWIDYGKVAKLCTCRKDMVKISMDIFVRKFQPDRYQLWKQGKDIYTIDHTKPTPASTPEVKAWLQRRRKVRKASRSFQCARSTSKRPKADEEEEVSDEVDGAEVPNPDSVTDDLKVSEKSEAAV
# procasp3 activ: activates human procaspase-3; 330,000 tested, 0.11% active; recombinant procaspase-3 D3A, Ac-DEVD-pNA absorbance 405 nm; activation, % at 8.5 µM;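 active = activation above the mean of all tested compounds plus 3 SD, cut at about 21% in these data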;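 also: 0% = DMSO alone and 100% = DMSO wells spiked with extra 5 µM PC-3 D3A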
#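 Assay system – Procaspase-3 D3A mutant, all three cleavage aspartates alanine · Controls – DMSO-only low control, 5 µM PC-3 D3A high control · Schedule – 1 h compound preincubation, 2 h substrate hydrolysis at 25 °C · Signal – 405 nm absorbance of p-nitroaniline, reads at 0 and 120 min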
# PP5 inh: inhibitors of human protein phosphatase 5 (PP5). P53041. purified PP5c, OMFP substrate fluorescence. inhibition, % at 6.7 µM. 320,000 tested, 0.18% active. AID 1987;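 active = inhibition above the campaign's mean inhibition across all tested compounds plus 3 SD, cut at about 9.5% in these data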;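 also: 0% = DMSO only and 100% = 100 µM cantharidin control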
# Target sequence (P53041 whole entry, looked up): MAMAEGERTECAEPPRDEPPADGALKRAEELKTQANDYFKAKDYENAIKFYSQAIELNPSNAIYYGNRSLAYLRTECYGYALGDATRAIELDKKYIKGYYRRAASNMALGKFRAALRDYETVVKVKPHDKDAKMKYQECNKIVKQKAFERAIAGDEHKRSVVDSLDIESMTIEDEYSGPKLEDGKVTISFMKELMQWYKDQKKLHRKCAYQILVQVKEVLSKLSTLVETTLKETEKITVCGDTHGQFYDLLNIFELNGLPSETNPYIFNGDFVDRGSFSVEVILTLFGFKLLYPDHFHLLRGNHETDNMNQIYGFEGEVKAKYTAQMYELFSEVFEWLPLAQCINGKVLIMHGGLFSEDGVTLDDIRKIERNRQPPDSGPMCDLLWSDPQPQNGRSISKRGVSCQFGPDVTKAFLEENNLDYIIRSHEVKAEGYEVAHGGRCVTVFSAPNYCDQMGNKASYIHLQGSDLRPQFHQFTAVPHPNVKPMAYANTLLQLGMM
# proCasp7 act: counter-screen: procaspase-7 (human) activation | P55210 | recombinant procaspase-7, Ac-DEVD-pNA absorbance 405 nm; D23A/D198A/D206A triple mutant, cannot self-cleave; scale: DMSO 0, 5 µM enzyme 100 | activation, % at 8.5 µM | 330,000 tested, 0.093% active;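 active = percent activation above the screen-wide mean plus 3 SD, cut at about 25% in these data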
#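 Detection: p-Nitroaniline absorbance at 405 nm, read at 0 and 120 min; system: Uncleavable procaspase-7 mutant enzyme; evaluation: % activation from two-timepoint absorbance difference, scaled to controls; times: 1 h enzyme–compound preincubation and 2 h substrate reaction, both 25 °C; buffer or medium: Zinc-free HEPES pH 7.4 with 300 mM NaCl, 0.01% Triton X-100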
# Efflux pump inh: inhibitors of Candida antifungal efflux pumps expressed in yeast; S. cerevisiae Candida pump triplex, Nile Red efflux; inhibition, % at 10 µM; 330,000 tested, 0.44% active;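 active = plate passing quality check with inhibition over a set limit, or well fluorescence over plate mean plus 4 SD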;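 also: Nile Red retained in pooled yeast measured as flow cytometry median fluorescence; 0% = buffer negative control and 100% = Enniatin B positive control; higher means more Nile Red kept so more efflux inhibition; some compounds called inactive have numbers as strong as hits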
# Fh CTSL1 inh: counter-screen for PFM18AAP inhibitors: inhibitors of F. hepatica cathepsin L1; AID 1906; recombinant F. hepatica cathepsin L1, Z-Leu-Arg-MCA fluorescence; inhibition, % at 5.96 µM; 300,000 tested, 0.49% active;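 active = inhibition above the mean of all tested compounds plus 3 SD, set per screening campaign, cut at about 17% in these data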;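 also: 0% = plate median of test compound wells and 100% = 1 µM Z-Phe-Ala-diazomethylketone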
# TPT1 inhibitor: blocks Candida albicans tRNA 2'-phosphotransferase; recombinant caTPT1, FP RNA substrate dephosphorylation; inhibition, % at 5 µM; 300,000 tested, 0.81% active; AID 1962;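 active = inhibition above the mean of all tested compounds plus 3 SD, set per screening campaign, cut at about 24% in these data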;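 also: plate controls were DMSO alone for no effect and ferristatin control at 100 nM for full effect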
# HCV core dimer: blocks dimerization of HCV core protein. 300,000 tested, 0.33% active. TR-FRET GST/Flag-core106 dimerization, 1536-well. inhibition, % at 5 µM;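 active = inhibition above the mean of all tested compounds plus 3 SD, set per screening campaign, cut at about 45% in these data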
#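 System: GST-tagged and Flag-tagged HCV core protein residues 1-106 / Input: core106 proteins, GST 13.5 nM and Flag 17 nM / Buffer or medium: KF-containing HEPES buffer, pH 7.45, DTT, CHAPS, BSA / Probe or stimulus: Eu-anti-GST and XL665-anti-Flag labelled anti-tag antibodies / Schedule: 4 h, 22.5 °C incubation / Technique: TR-FRET 671 and 617 nm emission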
# PP1 inh: blocks human PP1-alpha phosphatase, a PP5 counter-screen. P62136. purified PP1alpha, OMFP fluorescence. inhibition, % at 6.7 µM. 320,000 tested, 0.9% active;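 active = inhibition above the mean inhibition of all tested compounds plus 3 SD, computed separately for each screening campaign, cut at about 15% in these data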
# * hit, by the source's call; · = not tested or not shown.
smiles,GASC-1 inh,procasp3 activ,PP5 inh,proCasp7 act,Efflux pump inh,Fh CTSL1 inh,TPT1 inhibitor,HCV core dimer,PP1 inh
COc1ccc2nc3ccccc3nc2c1NC(=O)c1ccc(Cl)cc1,-4.4,-2.2,0.3,2.2,0.7,1.0,-16.2,-27.6,1.3
CSc1ncccc1C(=O)OCC(=O)Nc1nc(C)c(Cl)cc1Cl,-4.8,5.2,·,-1.1,-0.2,·,·,·,·
O=C(Nc1ccc(F)cc1)c1ccc2c(=O)n(CC3CCCO3)c(=S)[nH]c2c1 (stereo unspecified),141.8,4.2,1.9,8.9,0.1,1.4,3.0,7.5,0.9
Cc1ccc2c(=O)c(CN3CCCCCC3)c(C)[nH]c2c1C,14.4,-3.5,1.4,4.6,0.2,7.5,-5.1,5.0,-2.9
O=C(Nc1ccc(Oc2ccccc2)nc1)C1CCCCN1Cc1ccc(OCCO)cc1 (stereo unspecified),-11.5,-1.2,1.7,0.2,-0.1,2.2,-1.4,4.0,-5.0
NS(=O)(=O)c1ccc(NC(=O)/C=C/c2ccc3c(c2)OCO3)cc1,13.7,1.0,0.8,5.1,0.0,2.2,2.1,2.4,-2.0
CC(C)(C)C1(O)CC(C(F)(F)F)=NN1C(=O)Cc1ccc([N+](=O)[O-])cc1 (stereo unspecified),-38.0,1.7,2.3,10.0,-0.1,0.3,-1.0,3.7,-0.9
COc1ccc(N(C(=O)c2ccncc2)S(=O)(=O)c2ccc(Cl)cc2)cc1,-0.3,8.2,3.0,6.5,-0.2,-2.5,-0.4,1.1,1.9
C[C@@H](CN1C(=O)C(=O)NC[C@@H]1C)NC(=O)CC12CC3CC(CC(C3)C1)C2,30.0,-2.0,1.1,3.5,0.1,-0.7,-0.8,0.2,1.3
Cn1c(SCc2cccc([N+](=O)[O-])c2)nc2ccccc2c1=O,-4.7,2.8,0.1,-13.3,0.0,·,·,·,3.3
O=C(NCN1CCN(c2ccccc2F)CC1)c1cccnc1,0.8,5.9,0.8,-3.2,-0.3,-2.4,-2.4,-5.2,-3.3
COc1ccc(CCN=C(C)c2cc(C)c(C)cc2O)cc1OC,13.0,-1.7,0.7,7.1,-0.1,-2.7,-2.6,-8.9,-0.3
Cc1cc(C)nc(N2CCC(C(=O)NC3CC3)CC2)n1,-1.2,0.0,0.2,3.2,-0.1,3.1,4.3,-3.9,-5.3
C=CCn1c(SCC(=O)Nc2ccc3c(c2)CCC3)nnc1-c1cccs1,-0.1,-1.5,5.2,-2.0,0.2,-3.1,-1.4,16.6,1.5
CCOc1ccc(N(CC(=O)NC2CCCC2)C(=O)CCC(=O)Nc2nccs2)cc1,3.4,3.1,1.4,0.6,-0.1,-2.0,-0.5,-3.3,-1.5
Cc1nnc(SCC(=O)NC2CCCCC2C)s1 (stereo unspecified),-10.1,9.8,1.7,-2.1,-0.1,-0.2,-1.5,2.1,-1.0
O=C(NCc1ccccc1)C1=C[C@@H](c2ccccc2)C[C@@H](OCc2ccc(CO)cc2)O1,-1.9,-4.0,1.6,10.6,-0.2,3.7,0.3,9.4,0.0
Cc1nc2scc(C)n2c(=O)c1S(=O)(=O)NCC1CCN(Cc2ccc(F)cc2)CC1,12.2,1.5,-0.2,1.8,0.4,-6.3,4.5,-11.6,-0.6
Cc1ccc(N(CC(=O)N2CCOCC2)S(=O)(=O)c2ccccc2)cc1,-0.1,8.6,1.6,-3.9,0.0,-5.1,-2.4,-3.4,-1.0
COc1ccc(Cc2noc(COc3ccc(Cl)cc3)n2)cc1,-3.1,-3.0,2.3,-7.9,0.0,2.8,-6.1,5.1,-0.2
O=C(C1CCCN(CCCc2ccccc2)C1)N1CCCCC1 (stereo unspecified),-7.9,2.4,3.4,0.1,-0.1,-2.9,-5.3,-4.0,2.6
CCN(CC)C(=O)CSc1nc2cc3c(cc2c(=O)n1CCCCCC(=O)NCc1ccc(OC)cc1)OCO3,-10.5,4.8,2.8,-3.6,0.0,-0.7,1.6,1.5,-1.1
CCC(C(=O)NCCc1ccco1)n1nc(C)c2c(C)n(-c3ccccc3)nc2c1=O (stereo unspecified),-14.2,3.7,-2.1,-2.4,-0.2,-4.3,-1.0,6.2,-4.8
O=C(CCN1C(=O)C2CCCCC2C1=O)N1CCN(S(=O)(=O)c2cccc(F)c2)CC1 (stereo unspecified),-1.8,3.8,-0.2,0.0,0.0,-4.8,-1.0,-3.3,-4.9
CCC(=O)N1CCN(c2ccc(NC(=O)c3ccco3)cc2)CC1,-0.1,-13.2,-2.1,-3.0,-0.1,3.3,-3.0,-6.2,-2.2
COc1ccc(-c2noc(C3CCCN(S(=O)(=O)c4cccc(Cl)c4)C3)n2)cc1OC (stereo unspecified),-5.0,3.4,-1.3,-2.5,0.1,-1.4,-1.8,0.9,-1.3
COc1cc(C2NC(=O)C(C#N)=C(S)N2c2ccc(C)cc2)ccc1OC(C)C (stereo unspecified),15.6,-4.1,3.1,-7.5,0.0,0.6,-3.5,0.9,1.6
CCS(=O)(=O)c1ccc(O)c(NC(=O)Nc2ccccc2)c1,-1.8,7.6,1.6,-3.8,-0.2,4.9,2.0,-9.2,-1.1
COc1cccc(OC)c1OCc1cc(C2C3CCCC=C3C(C#N)=C(N)C2(C#N)C#N)c(C)cc1C (stereo unspecified),-1.4,-7.6,2.2,-9.6,0.1,-4.7,10.6,56.3*,6.0
CCc1ccccc1NC(=O)c1nnn(CC(=O)Nc2cccc(C)c2)c1N,6.8,-3.3,0.9,0.8,0.0,0.6,-3.5,6.9,3.6
O=C(COc1ccc(S(=O)(=O)NCc2ccccc2)cc1Cl)N1CCOCC1,-4.4,6.6,-1.1,-4.3,-0.1,4.6,-1.0,0.4,-1.6
O=C1CC(N2CCN(Cc3ccc4c(c3)OCO4)CC2)C(=O)N1c1cccc2ccccc12 (stereo unspecified),-13.8,5.5,-0.3,-1.6,0.1,0.8,-2.7,2.5,-2.7
Cc1ccc2c(c1)C(C)(C)[C@]1(C)NC(=O)CCN21,-2.3,7.1,0.9,2.9,0.0,-1.2,0.5,-2.5,-3.0
CCOC(=O)c1nn(-c2ccc(Cl)cc2)c2nc(CC)c(C#N)c(=O)n12,-5.7,3.4,3.6,1.3,0.2,1.3,1.6,12.5,-1.8
CNC(=O)CSc1nnc(NC(=O)C2CC(=O)N(c3ccccc3OC)C2)s1 (stereo unspecified),-2.4,-1.7,1.7,-6.6,0.0,-0.4,0.0,-3.2,-4.2
O=S(=O)(c1cccc(NC(=S)N2CCN(c3ccccc3)CC2)c1)C(F)F,-7.7,2.4,3.7,-8.7,-0.1,1.8,-3.8,-3.8,2.2
C1CN(c2nc3nonc3nc2N2CCOCC2)CCO1,12.1,-1.9,1.7,7.4,-0.1,8.2,-4.7,4.9,0.1
COc1cc(C(=O)OCC(C)=O)cc(NC(=O)c2ccco2)c1OC,-0.5,3.1,1.1,-1.8,-0.2,-3.1,-0.4,1.6,5.5
O=C(CCC(=O)N1CCCC1)N1CCCC1,3.5,-5.2,-4.3,-9.2,-0.4,4.9,-2.7,-15.1,1.8
CC1=CCn2c(=O)c3ccccc3c(=O)n2C1,-8.0,0.9,3.2,1.9,0.0,-1.4,1.6,-1.8,-1.8

# An excerpt of these results, with two lines to a compound:
# Values in the order: GASC-1 inh	procasp3 activ	PP5 inh	proCasp7 act	Efflux pump inh	Fh CTSL1 inh	TPT1 inhibitor	HCV core dimer	PP1 inh
O=C(COc1ccc(S(=O)(=O)NCc2ccccc2)cc1Cl)N1CCOCC1
    -4.4	6.6	-1.1	-4.3	-0.1	4.6	-1.0	0.4	-1.6
O=C1CC(N2CCN(Cc3ccc4c(c3)OCO4)CC2)C(=O)N1c1cccc2ccccc12 (stereo unspecified)
    -13.8	5.5	-0.3	-1.6	0.1	0.8	-2.7	2.5	-2.7

# Carrying on:
smiles,GASC-1 inh,procasp3 activ,PP5 inh,proCasp7 act,Efflux pump inh,Fh CTSL1 inh,TPT1 inhibitor,HCV core dimer,PP1 inh
O=C(Nc1cccc(C(F)(F)F)c1)c1ccccc1NC(=O)C1CCCCC1,-1.5,-0.7,2.3,0.8,0.1,5.1,-4.3,-2.4,2.9
CCC(CC)NC(=O)/C=C/c1ccccc1Cl,7.4,7.1,1.0,4.7,0.1,-3.6,-1.2,-2.4,0.6
CCOC(=O)C(=O)Nc1sc(C(=O)N(CC)CC)c(C)c1C#N,8.4,-6.3,-4.2,-0.3,0.0,11.3,-3.9,-2.1,3.3
Cc1c(Cl)c(C(=O)Nc2nc3ccccc3n2CCN2CCCCC2)nn1C,2.6,-4.0,-0.8,3.0,0.1,2.1,2.2,-7.4,-1.1
Cc1cc2c(cc1S(=O)(=O)CCC(=O)N(C)C1CCCCC1)OCC(=O)N2,-20.2,-5.7,-1.0,11.9,0.0,-2.2,4.7,-2.3,-1.8
O=C(NCCCN1CCN(c2cccc(Cl)c2)CC1)C1(S(=O)(=O)c2ccc(Cl)cc2)CC1,-12.6,9.4,1.5,-6.7,-0.1,1.1,-3.4,-7.6,2.4
CCOc1ccc(S(=O)(=O)N2CCC(C(=O)N3CCN(C)CC3)CC2)cc1Cl,0.9,7.9,-0.5,-9.9,0.0,-3.7,3.9,0.1,-0.8
CCOc1ccc(CCNC(=O)C2CCN(c3ccc(N4CCOCC4)nn3)CC2)cc1OCC,-8.4,1.6,2.6,5.4,-0.1,-3.8,-2.7,-3.5,3.9
Cc1ccc(C)c(N2CCN(S(=O)(=O)c3csc(C(N)=O)c3)CC2)c1,1.4,-0.4,4.5,-15.8,0.1,0.7,-1.1,-0.6,-0.3
O=C(NC(Cc1c[nH]c2ccccc12)C(=O)O)/C(=C\c1ccccc1)NC(=O)c1ccccc1 (stereo unspecified),17.3,-6.4,1.9,-1.3,0.1,3.9,-4.5,-11.0,0.0
CSC1=N/C(=C\c2ccccc2C)C(=O)S1,0.8,-8.2,1.2,-2.3,-0.1,0.9,-0.8,4.5,-0.9
CCOC(=O)c1cnc2c(C)cccc2c1Nc1ccc(N2CCOCC2)cc1,-7.2,1.4,4.0,1.1,-0.2,0.0,0.5,8.4,-2.9
COc1ccccc1CNC(=O)c1ccccc1OC,-15.4,5.9,4.0,6.7,-0.1,-6.1,-4.0,0.1,-1.3
Cc1ccc(S(=O)(=O)/N=C(\CCl)N2CCOCC2)cc1,-1.7,-14.0,-0.5,-7.1,-0.1,1.4,-0.2,4.5,-2.9
Cc1cc(OC(C)C(=O)NC2CCN(Cc3ccccc3)CC2)c2c(C)cc(=O)oc2c1 (stereo unspecified),2.0,0.2,-1.7,-8.1,-0.2,3.1,1.6,1.2,0.1
Cc1cccc(C(=O)OCC(=O)Nc2nccs2)c1,-3.5,-0.6,-1.3,4.6,0.0,0.3,0.5,-3.8,-0.5

# Assay outcomes deposited in PubChem BioAssay by several laboratories.
